Screening data: PubChem, several laboratories
BaF3 parental = counter-screen for JAK2V617F inhibitors: parental Ba/F3 viability inhibitors; CellTiter-Glo ATP luminescence; inhibition, % at 5.6 µM; 1.1% of 220,000 active;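 active = inhibition above a per-campaign cutoff, the mean inhibition of all tested compounds plus 3 SD, cut at about 27% in these data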;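 also: 0% = DMSO wells and 100% = JAK Inhibitor I control wells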
S1P4 ag = agonists of human S1P4 receptor; S1P4-expressing cell line, agonist reporter assay; 0.35% of 220,000 active; activation, % at 4.98 µM; AID 1509; in the data active = activation above about 11%;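 also: 0% = DMSO vehicle and 100% = reference agonist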
NPY-Y1 antag = blocks the human neuropeptide Y Y1 receptor. P25929. HEK293-CNG Y1 cells, membrane potential fluorescence; NPY at EC95, then isoproterenol. inhibition, % at 3.6 µM. 1% of 200,000 active. AID 1040;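 active = inhibition above the campaign mean inhibition of all tested compounds plus 3 SD, cut at about 20% in these data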;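 also: 0% = DMSO wells given NPY plus isoproterenol and 100% = isoproterenol alone without NPY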
Target sequence (P25929 whole entry, looked up): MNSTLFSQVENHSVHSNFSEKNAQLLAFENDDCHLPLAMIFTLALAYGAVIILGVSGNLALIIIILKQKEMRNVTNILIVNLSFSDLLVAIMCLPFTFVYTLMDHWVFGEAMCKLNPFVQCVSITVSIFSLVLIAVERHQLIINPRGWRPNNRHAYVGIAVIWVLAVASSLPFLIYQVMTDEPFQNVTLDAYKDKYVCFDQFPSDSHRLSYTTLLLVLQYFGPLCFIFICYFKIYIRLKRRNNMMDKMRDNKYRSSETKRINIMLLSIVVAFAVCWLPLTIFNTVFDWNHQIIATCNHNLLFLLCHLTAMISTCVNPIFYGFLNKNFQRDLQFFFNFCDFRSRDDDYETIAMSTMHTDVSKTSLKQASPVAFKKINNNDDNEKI
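Material: HEK293 Y1/CNG channel cell line | Also added: NPY (25 nM), isoproterenol (1 µM), Ro 20-1724 (25 µM) | Compound: One concentration, 3.6 µM, in 0.4% DMSO | Schedule: 3 h dye uptake, 1 h room-temperature compound, 45 min post-isoproterenol | Signal: Membrane-potential fluorescent dye readout | Read-out: % inhibition of NPY effect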
NPY-Y2 PAM-ag = potentiates or activates human NPY-Y2 receptor | P49146 | cells expressing NPY-Y2, potentiator/agonist read-out | activation, % at 3.6 µM | 0.45% of 220,000 active | AID 1359; in the data active = activation above about 27%;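 also: cells stimulated with NPY near EC25 plus isoproterenol at EC100; 0% = vehicle plus submaximal agonist and 100% = vehicle plus saturating agonist; some results beyond the cut were filed as inactive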
Target sequence (P49146 whole entry, looked up): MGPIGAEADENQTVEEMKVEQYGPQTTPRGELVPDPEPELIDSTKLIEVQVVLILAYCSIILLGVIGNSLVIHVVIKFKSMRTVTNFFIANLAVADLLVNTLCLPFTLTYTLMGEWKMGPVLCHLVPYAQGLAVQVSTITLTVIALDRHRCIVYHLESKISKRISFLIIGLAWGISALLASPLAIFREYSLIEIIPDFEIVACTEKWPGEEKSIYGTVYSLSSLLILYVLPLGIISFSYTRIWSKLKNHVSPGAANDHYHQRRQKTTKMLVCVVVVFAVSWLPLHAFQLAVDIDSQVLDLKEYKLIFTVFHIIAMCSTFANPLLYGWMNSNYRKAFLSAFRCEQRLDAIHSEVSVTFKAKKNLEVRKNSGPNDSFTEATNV
S1P4 antag = human S1P4 receptor antagonism; S1P4-expressing cells, antagonist mode, reporter read-out; 0.26% of 220,000 active; inhibition, % at 4.98 µM; AID 1510; in the data active = inhibition above about 29%;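 also: 0% = wells stimulated with agonist and 100% = vehicle wells without agonist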
Ba/F3 V617F tox = lowers viability of Ba/F3 cells expressing EpoR and JAK2V617F; ATP luminescence; inhibition, % at 5.6 µM; 1.1% of 220,000 active;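 active = inhibition above the campaign mean plus 3 SD over all tested compounds, cut at about 24% in these data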;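 also: cytokine-independent growth of Ba/F3 cells driven by EpoR plus mutant JAK2; 0% = DMSO-treated cells and 100% = JAK inhibitor I control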
Runt-CBFb FRET = Runt domain-CBFb interaction inhibition; inhibition, % at 20 µM; Cerulean-Runt/Venus-CBFb FRET ratio 530/480, 1 h; 0.46% of 220,000 active; Q01196+Q13951; AID 1496;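 active = inhibition over about 50% at 20 µM in the single-dose screen, limit read from the data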;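 also: 0% = DMSO wells and 100% = excess unlabeled CBFb competitor control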
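Measured by: fluorescence energy transfer, 422 nm excitation, 530/480 nm emission; test system: Cerulean-tagged RUNX1 Runt domain (FRET donor) fusion protein; buffer or medium: Tris pH 7.5 buffer with BSA; compound: one dose, 20 µM compound, 1% DMSO; times: two 1 h room-temperature incubations shielded from light; benchmarks: unlabeled CBFb 5 µM, positive control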
NPY-Y1 PAM-ag = potentiators or agonists of human neuropeptide Y receptor Y1; AID 1304; P25929; 0.37% of 220,000 active; activation, % at 3.6 µM; NPY-Y1 expressing cells, potentiator/agonist activation; in the data active = activation above about 33%, passing the limit was not always enough;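 also: cells stimulated with NPY at EC10 then isoproterenol at EC100; 0% = low agonist plus stimulus and 100% = saturating agonist plus stimulus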
RBBP9 inhibitor = blocks human serine hydrolase RBBP9 | O75884 | recombinant RBBP9, FP-Rh probe fluorescence polarization | inhibition, % at 7.94 µM | 0.2% of 220,000 active | AID 1515;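 active = inhibition above the campaign mean of all tested compounds plus 3 SD, cut at about 14% in these data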;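 also: plate controls were DMSO wells with RBBP9 for no effect and wells lacking RBBP9 protein for full effect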
Target sequence (O75884 whole entry, looked up): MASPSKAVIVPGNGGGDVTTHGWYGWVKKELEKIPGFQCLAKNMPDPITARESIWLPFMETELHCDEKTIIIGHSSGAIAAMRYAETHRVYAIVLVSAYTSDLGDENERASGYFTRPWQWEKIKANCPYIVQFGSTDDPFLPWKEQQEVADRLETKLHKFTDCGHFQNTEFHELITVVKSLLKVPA
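Test system – recombinant human RBBP9 · Input – RBBP9 2.5 µM in dispensing solution, pre-mixing · Medium – Tris buffer pH 8.0, NaCl, Pluronic · Schedule – preincubation 30 min plus labeling 45 min at 25 °C · Measured by – fluorescence polarization · Measure – % inhibition · Controls – DMSO and no-protein wells · Replicates – one well per compound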
* = called active by the depositor.

For COc1ccc(CCNc2nnc(Sc3nnnn3-c3ccccc3)s2)cc1OC the results were BaF3 parental 96.3*, S1P4 ag -1.4, NPY-Y1 antag -7.2, NPY-Y2 PAM-ag -3.4, S1P4 antag 14.3, Ba/F3 V617F tox 93.4*, Runt-CBFb FRET -0.6, NPY-Y1 PAM-ag 4.4 and RBBP9 inhibitor -3.3.
COc1ccc(CCNC(=S)NCc2cccs2)cc1OC was read as BaF3 parental 2.7, S1P4 ag 3.4, NPY-Y1 antag 2.2, NPY-Y2 PAM-ag -6.1, S1P4 antag -27.7, Ba/F3 V617F tox 0.3, Runt-CBFb FRET -0.4, NPY-Y1 PAM-ag 15.2 and RBBP9 inhibitor -4.3.
Screening COC(=O)Cc1ccc(NC(=S)N2CCCC(C)C2)cc1 (configuration not stated) returned BaF3 parental 7.7, S1P4 ag 0.3, NPY-Y1 antag 0.7, NPY-Y2 PAM-ag -5.1, S1P4 antag -7.3, Ba/F3 V617F tox -0.6, Runt-CBFb FRET -1.9, NPY-Y1 PAM-ag 1.1 and RBBP9 inhibitor 0.0.
For Cn1c(-c2sc(=S)n(-c3ccccc3)c2N)nc2ccccc21 the results were BaF3 parental 3.9, S1P4 ag -1.4, NPY-Y1 antag -2.5, NPY-Y2 PAM-ag 5.0, S1P4 antag 1.4, Ba/F3 V617F tox -1.6, Runt-CBFb FRET -1.8, NPY-Y1 PAM-ag 6.2 and RBBP9 inhibitor -5.4.
CCOC(=O)c1cnc(-n2nc(C)cc2C)nc1Oc1ccc(C#N)cc1 was read as BaF3 parental -4.9, S1P4 ag -1.9, NPY-Y2 PAM-ag 3.4, S1P4 antag 2.9, Ba/F3 V617F tox -2.8, Runt-CBFb FRET 1.6, NPY-Y1 PAM-ag 7.4 and RBBP9 inhibitor 6.3.
For CCOC(=O)N1CCC(NC(=O)c2cc(S(=O)(=O)N3CCc4ccccc43)cn2C)CC1 the results were BaF3 parental 3.6, S1P4 ag 0.4, NPY-Y1 antag 0.0, NPY-Y2 PAM-ag -9.2, S1P4 antag 2.2, Ba/F3 V617F tox 0.3, Runt-CBFb FRET -4.6, NPY-Y1 PAM-ag 9.6 and RBBP9 inhibitor -8.6.
For COc1cccc(CNC(=O)CCC2CCCN(C(=O)C3=CC(=O)CC(C)(C)O3)C2)c1 (configuration not stated) the results were BaF3 parental 3.4, S1P4 ag -1.1, NPY-Y1 antag 9.7, NPY-Y2 PAM-ag 3.6, S1P4 antag -1.3, Ba/F3 V617F tox -2.4, Runt-CBFb FRET 0.7, NPY-Y1 PAM-ag -5.4 and RBBP9 inhibitor -3.3.
For CN(C)S(=O)(=O)c1cccc(NC(=O)COC(=O)c2c[nH]c(=O)[nH]c2=O)c1 the results were BaF3 parental 5.7, S1P4 ag 0.6, NPY-Y1 antag -2.4, NPY-Y2 PAM-ag -0.1, S1P4 antag -2.5, Ba/F3 V617F tox -2.3, Runt-CBFb FRET -0.1, NPY-Y1 PAM-ag 6.9 and RBBP9 inhibitor -2.5.
`CCOC(=O)c1nn(-c2ccc(C)c(C)c2)c(=O)c2c(N)scc12` gave BaF3 parental 1.0, S1P4 ag 1.0, NPY-Y1 antag -5.7, NPY-Y2 PAM-ag -13.1, S1P4 antag -6.1, Ba/F3 V617F tox -2.7, Runt-CBFb FRET 15.5, NPY-Y1 PAM-ag -4.2 and RBBP9 inhibitor 18.4*.
`CN(C(=O)CCCN1C(=O)c2cccc3cccc(c23)C1=O)c1ccccc1` gave BaF3 parental 1.4, S1P4 ag -1.6, NPY-Y1 antag 0.3, NPY-Y2 PAM-ag 6.1, S1P4 antag -10.8, Ba/F3 V617F tox -3.1, Runt-CBFb FRET 0.1, NPY-Y1 PAM-ag 5.6 and RBBP9 inhibitor 1.1.
CCC(=O)CCC(=O)c1ccc2ccccc2c1 was read as BaF3 parental 4.1, S1P4 ag 0.5, NPY-Y1 antag 12.6, NPY-Y2 PAM-ag -23.2, S1P4 antag -18.0, Ba/F3 V617F tox -1.4, Runt-CBFb FRET -2.9, NPY-Y1 PAM-ag -21.4 and RBBP9 inhibitor 1.3.
`CCOC(=O)c1cn[nH]c1N` gave BaF3 parental 4.7, S1P4 ag 0.0, NPY-Y1 antag -8.0, NPY-Y2 PAM-ag -4.2, S1P4 antag -1.8, Ba/F3 V617F tox 3.9, Runt-CBFb FRET -1.3, NPY-Y1 PAM-ag 11.9 and RBBP9 inhibitor -8.3.
CC(C)NC(=O)c1ccccc1NC(=O)Cc1ccc([N+](=O)[O-])cc1 was read as BaF3 parental 0.9, S1P4 ag 0.5, NPY-Y1 antag -0.4, NPY-Y2 PAM-ag 0.8, S1P4 antag 10.0, Ba/F3 V617F tox -0.1, Runt-CBFb FRET -0.1, NPY-Y1 PAM-ag -9.0 and RBBP9 inhibitor 1.7.
CCOC(=O)C1=C(CN2CCN(C(=O)OCC)CC2)NC(=O)NC1c1ccc2c(c1)OCO2 (configuration not stated) was read as BaF3 parental 2.2, S1P4 ag 2.0, NPY-Y1 antag 9.0, NPY-Y2 PAM-ag -3.8, S1P4 antag -1.9, Ba/F3 V617F tox -1.4, Runt-CBFb FRET -3.0, NPY-Y1 PAM-ag 8.1 and RBBP9 inhibitor -5.0.
Screening O=C1CN(C(=O)c2ccc(Cl)c(S(=O)(=O)N3CCc4ccccc43)c2)c2ccccc2N1 returned BaF3 parental -5.4, S1P4 ag 0.0, NPY-Y2 PAM-ag -4.8, S1P4 antag -2.9, Ba/F3 V617F tox -0.1, Runt-CBFb FRET 0.0, NPY-Y1 PAM-ag 24.7 and RBBP9 inhibitor -5.5.

Quoted at random: two compounds from above.
For CN(C)S(=O)(=O)c1cccc(NC(=O)COC(=O)c2c[nH]c(=O)[nH]c2=O)c1 the results were BaF3 parental 5.7, S1P4 ag 0.6, NPY-Y1 antag -2.4, NPY-Y2 PAM-ag -0.1, S1P4 antag -2.5, Ba/F3 V617F tox -2.3, Runt-CBFb FRET -0.1, NPY-Y1 PAM-ag 6.9 and RBBP9 inhibitor -2.5.
COc1ccc(CCNC(=S)NCc2cccs2)cc1OC was read as BaF3 parental 2.7, S1P4 ag 3.4, NPY-Y1 antag 2.2, NPY-Y2 PAM-ag -6.1, S1P4 antag -27.7, Ba/F3 V617F tox 0.3, Runt-CBFb FRET -0.4, NPY-Y1 PAM-ag 15.2 and RBBP9 inhibitor -4.3.

Following part.
`Cc1[nH]n(-c2cccc3ccccc23)c(=O)c1C=Nc1ccc2[nH]c(=O)[nH]c2c1` gave BaF3 parental 1.8, S1P4 ag -1.2, NPY-Y1 antag 2.9, NPY-Y2 PAM-ag -7.3, S1P4 antag 3.1, Ba/F3 V617F tox -3.0, Runt-CBFb FRET 1.4, NPY-Y1 PAM-ag -16.3 and RBBP9 inhibitor -4.9.
For NCCCS(=O)(=O)O the results were BaF3 parental 5.8, S1P4 ag -1.8, NPY-Y1 antag 5.3, NPY-Y2 PAM-ag 3.2, S1P4 antag -17.4, Ba/F3 V617F tox 0.4, Runt-CBFb FRET 1.3, NPY-Y1 PAM-ag -3.1 and RBBP9 inhibitor -7.3.
For Cc1cc(C)cc(NC2=NC3(CCCCC3)N=C(N)N2)c1 the results were BaF3 parental 14.9, S1P4 ag -0.8, NPY-Y1 antag 6.7, NPY-Y2 PAM-ag -16.8, S1P4 antag -16.4, Ba/F3 V617F tox 6.0, Runt-CBFb FRET 3.6, NPY-Y1 PAM-ag 19.4 and RBBP9 inhibitor -8.7.
Screening COCCn1c(N)c(N(Cc2ccccc2)C(=O)C2CCCC2)c(=O)[nH]c1=O returned BaF3 parental 12.3, S1P4 ag 0.2, NPY-Y1 antag -4.5, NPY-Y2 PAM-ag -6.2, S1P4 antag -9.1, Ba/F3 V617F tox 4.0, Runt-CBFb FRET 0.7, NPY-Y1 PAM-ag -17.0 and RBBP9 inhibitor 1.0.
For CC1CCC/C(=N/Nc2nc3ccccc3s2)C1 (configuration not stated) the results were BaF3 parental 6.1, S1P4 ag -1.6, NPY-Y1 antag 0.2, NPY-Y2 PAM-ag 1.1, S1P4 antag -9.6, Ba/F3 V617F tox -0.2, Runt-CBFb FRET 42.8, NPY-Y1 PAM-ag -2.9 and RBBP9 inhibitor 8.8.
Screening Cc1ccc(CN2CCN(/N=C\c3cccc([N+](=O)[O-])c3)CC2)cc1 returned BaF3 parental 7.7, S1P4 ag 0.1, NPY-Y1 antag 10.4, NPY-Y2 PAM-ag 4.8, S1P4 antag -3.8, Ba/F3 V617F tox -1.2, Runt-CBFb FRET 0.9, NPY-Y1 PAM-ag 14.3 and RBBP9 inhibitor 2.8.
For Cc1ccnc(SCC(N)=O)n1 the results were BaF3 parental 0.6, S1P4 ag -1.6, NPY-Y1 antag -5.3, NPY-Y2 PAM-ag -9.8, S1P4 antag -11.0, Ba/F3 V617F tox 4.8, Runt-CBFb FRET 1.2, NPY-Y1 PAM-ag 0.8 and RBBP9 inhibitor -18.6.
`COc1ccc2ccccc2c1CN1CCN(C(=O)c2ccccc2)CC1` gave BaF3 parental 13.3, S1P4 ag -0.5, NPY-Y1 antag -0.3, NPY-Y2 PAM-ag -3.2, S1P4 antag 0.5, Ba/F3 V617F tox 9.4, Runt-CBFb FRET -1.2, NPY-Y1 PAM-ag -14.8 and RBBP9 inhibitor -4.7.
CSc1nnc(Cn2c(=O)sc3ccccc32)n1CCc1ccccc1 was read as BaF3 parental 10.6, S1P4 ag -1.8, NPY-Y1 antag 14.4, NPY-Y2 PAM-ag -5.2, S1P4 antag -8.4, Ba/F3 V617F tox 0.1, Runt-CBFb FRET 1.8, NPY-Y1 PAM-ag -6.3 and RBBP9 inhibitor -11.3.
`COC(=O)c1ccccc1NC(=O)c1ccc(-c2ccccc2F)o1` gave BaF3 parental 0.0, S1P4 ag -0.2, NPY-Y1 antag -5.5, NPY-Y2 PAM-ag 10.6, S1P4 antag -13.3, Ba/F3 V617F tox -4.4, Runt-CBFb FRET -0.4, NPY-Y1 PAM-ag -9.9 and RBBP9 inhibitor -6.1.
For CCN(CC)CCN1C(=O)c2ccccc2NC1c1ccc(Br)cc1 (configuration not stated) the results were BaF3 parental 1.9, S1P4 ag 1.0, NPY-Y1 antag 0.3, NPY-Y2 PAM-ag 9.0, S1P4 antag -8.8, Ba/F3 V617F tox -2.9, Runt-CBFb FRET 3.4, NPY-Y1 PAM-ag 13.2 and RBBP9 inhibitor -6.0.
C/C(NC(=O)c1cccc(F)c1)=C1/C(=O)C[C@@H]2[C@H]1C2(C)C was read as BaF3 parental 3.1, S1P4 ag -4.1, NPY-Y1 antag 11.8, NPY-Y2 PAM-ag -7.6, S1P4 antag 1.2, Ba/F3 V617F tox -4.6, Runt-CBFb FRET -2.0, NPY-Y1 PAM-ag -2.6 and RBBP9 inhibitor -2.3.
`Cc1nn(-c2ccccc2)c(Cl)c1/C=N/Nc1nnc(C)c(=O)[nH]1` gave BaF3 parental 6.8, S1P4 ag 1.9, NPY-Y1 antag 3.5, NPY-Y2 PAM-ag 10.5, S1P4 antag -7.9, Ba/F3 V617F tox 0.5, Runt-CBFb FRET -1.4, NPY-Y1 PAM-ag 2.4 and RBBP9 inhibitor 1.5.

This is a random part of the collection. Share with any hit: about 3.6%.
